HCMV antiviral – inhibitors of human cytomegalovirus; HFF cells, HCMV-luciferase reporter, 72 h; hits give low values; activity change, negative = inhibition, % at 57.5 µM; 410,000 tested, 4.5% active; in the data active = activity change below about -60%; inconclusive = no clear call, values can overlap the other calls; inactive = above about -39%
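Two compound doses tested in HFFs infected with HCMV-luciferase, MOI 1 PFU/cell, 72 h at 37C. Lysate luminescence read with OneGlo; data normalized against buffer-only and 10uM Salinomycin inhibitor controls.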
Sm TGR block – inhibitors of Schistosoma mansoni thioredoxin glutathione reductase | Q962Y6 | purified TGR, DTNB reduction, TNB absorbance 405 nm | Potency, µM (doses to about 114 µM), for the others: at the highest dose activity change, negative = inhibition, actives largely listed as inhibitors | 360,000 tested, 3% active; note: potency is the fitted concentration of half-maximal effect; nearly all actives have a fitted effect of over 60% in size
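First, TGR (20 nM dispensed) and NADPH were mixed with compound. Second, a 15 min room-temperature incubation followed. Third, further NADPH and then DTNB were added to start the reaction. Finally, TNB absorbance was monitored kinetically.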
AmpC inh detg – blocks E. coli AmpC beta-lactamase in detergent assay; AmpC hydrolysis of nitrocefin, absorbance 480 nm, 0.01% Triton; 370,000 tested, 0.041% active; Potency, µM (top dose mostly 114 µM), for the others: at the highest dose activity change, negative = inhibition, actives largely listed as inhibitors;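 note: potency is the fitted concentration of half-maximal effect; 0% = no-compound wells and -100% = no-enzyme wells; nearly all actives have a fitted effect of over 25% in size; some results filed as inactive show a strong effect at the top dose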
Target sequence (P00811 whole entry, looked up): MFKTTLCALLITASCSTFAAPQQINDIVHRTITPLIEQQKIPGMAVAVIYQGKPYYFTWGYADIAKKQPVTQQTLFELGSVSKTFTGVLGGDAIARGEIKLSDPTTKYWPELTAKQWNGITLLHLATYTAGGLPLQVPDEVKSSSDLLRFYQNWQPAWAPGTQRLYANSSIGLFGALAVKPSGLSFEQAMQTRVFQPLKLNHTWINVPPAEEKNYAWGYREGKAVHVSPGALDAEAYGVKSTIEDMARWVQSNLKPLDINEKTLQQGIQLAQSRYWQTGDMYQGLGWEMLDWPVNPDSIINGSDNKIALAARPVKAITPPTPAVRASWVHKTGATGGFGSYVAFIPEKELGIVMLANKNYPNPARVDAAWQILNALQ
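AmpC (5.3 nM in the dispensed reagent) in 20 mM phosphate pH 7.0 with 0.01% (detergent screen) or 0.0001% Triton X-100 was preincubated with compounds for 15 min at room temperature. Nitrocefin was then added from an 800 uM solution, and hydrolysis was followed at 480 nm.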
HCV inh – blocks hepatitis C virus | Huh7.5.1 HCVcc-Cre infection, luciferase reporter, 44 h | Potency, µM (doses to about 41.8 µM), for the others: at the highest dose activity change, negative = inhibition, usual class: inhibitors | 340,000 tested, 3.4% active; note: potency is the fitted concentration of half-maximal effect
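Cells seeded at 1,000/well and cultured 4 h, then compounds added followed by HCVcc-Cre virus (~0.5 moi). After 44 h further culture, luciferase substrate was added, plates held 15 min at room temperature, and luminescence read for 15 sec.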
FBPA Giardia inh – Giardia lamblia aldolase inhibition | A8B2U2 | purified Giardia FBPA | Potency, µM (series often up to 59.6 µM), without a hit: at the highest dose activity, negative = inhibition, hits mostly inhibitors | 290,000 tested, 0.71% active | AID 2451; note: potency is the fitted concentration of half-maximal effect; nearly all actives have a fitted effect of over 55% in size
Target sequence (A8B2U2 whole entry, looked up): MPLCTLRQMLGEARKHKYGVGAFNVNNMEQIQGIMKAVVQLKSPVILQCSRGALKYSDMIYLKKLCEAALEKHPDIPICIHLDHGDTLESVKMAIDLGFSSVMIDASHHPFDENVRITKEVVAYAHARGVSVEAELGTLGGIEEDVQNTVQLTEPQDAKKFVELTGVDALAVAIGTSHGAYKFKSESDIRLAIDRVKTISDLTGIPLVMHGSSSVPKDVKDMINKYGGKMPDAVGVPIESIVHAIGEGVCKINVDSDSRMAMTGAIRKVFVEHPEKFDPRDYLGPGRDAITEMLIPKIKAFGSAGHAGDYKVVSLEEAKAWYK
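40 nM FBPA preincubated 10 min at RT with compound (up to 57.5 uM final), then substrate plus GAPDH/TPI/NAD/arsenate coupling and diaphorase/resazurin added. Fluorescence read after 20 min at RT, 525/598 nm.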
AMA1-RON2 inh – AMA1-RON2 (P. falciparum) interaction inhibition; AlphaScreen AMA1-biotinylated RON2 peptide binding; Potency, µM (titrated, usually from 58.2 µM), for inactives: at the highest dose activity change, negative = inhibition, hits mostly inhibitors; 360,000 tested, 0.2% active;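 note: potency is the fitted concentration of half-maximal effect; 0% = vehicle wells and -100% = peptide control; nearly all actives have a fitted effect of over 45% in size; some results filed as inactive show a strong effect at the top dose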
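AMA1 (3D7) with his tag at 25 nM final met compounds first, then biotinylated RON2 peptide at 25 nM; detection used donor plus acceptor beads, 10 µg/mL apiece, read by AlphaScreen after 30 min at room temperature.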
The depositor's hits bear a star; ? = inconclusive; · = no result given; [ ] = remark or other dose. Unless noted, calls come from the whole dose curve; as a rule, active = well fitted curve in the direction sought with a large enough effect; inconclusive = small, poorly fitted or top-dose-only effect, or another doubt; inactive = no such curve, though single readings can be large; an effect the other way counts as inactive or inconclusive. Unless noted, % is set by controls: 0 for no effect and ±100 for the full control effect.

| structure | HCMV antiviral | Sm TGR block | AmpC inh detg | HCV inh | FBPA Giardia inh | AMA1-RON2 inh |
| --- | --- | --- | --- | --- | --- | --- |
| Cc1cc(F)ccc1S(=O)(=O)Nc1ccc(O)c(Sc2ncn[nH]2)c1 | -27 | ? | -1% | 22% | ? | 47%[activator] |
| Cc1cccc(NS(=O)(=O)c2ccc(NC(=O)CN(c3cc([N+](=O)[O-])ccc3C)S(C)(=O)=O)cc2)c1 | -3 | -2% | -1% | ? | -2% | -24% |
| O=S(=O)(c1ccccc1)N1N=C(c2cccs2)CC1c1ccc(F)cc1 (configuration not stated) | ? | -1% | 3% | ? | -5% | -15% |
| CCC1CCCCN1C(=O)c1ccc2nc(Cc3ccc(OC)cc3)oc2c1 (configuration not stated) | 20 | -1% | 0% | -5% | · | -5% |
| O=C(Nc1ccc(Cl)cc1)Nc1ccccc1NS(=O)(=O)c1cccs1 | 15 | -11% | 0% | 11% | 3% | -9% |
| CCOC(=O)c1c(NC(=O)/C=C\C(=O)O)sc(C)c1-c1ccccc1 | -17 | · | -1% | 12% | ? | 0% |
| COCCCNC(=O)c1c(F)c(F)c(F)c(F)c1F | -8 | 0% | -17% | 8% | -3% | 3% |
| C/C(=C\c1ccccc1)CN(C)CCN(C)C | · | -6% | ? | · | 7% | · |
| CN(Cc1ccc(Cl)cc1)C(=O)CNC(=O)C12CC3CC(CC(C3)C1)C2 | 39 | -3% | 5% | -8% | · | -8% |
| Cc1ccc(Cl)cc1-n1ncc2c(NCCc3ccccc3)ncnc21 | 19 | 19% | 5% | · | · | · |
| O=C(N/N=C/c1c(O)n(Cc2ccco2)c(=O)[nH]c1=O)c1ccccc1 | 15 | -34% | -6% | 6% | -1% | 14% |
| CCCCC(c1nnnn1CS(=O)(=O)c1ccc(C)cc1)N1CCC(C(N)=O)CC1 (configuration not stated) | 20 | -10% | -17% | 1% | 18% | 0% |

Laid out differently: results already given.
CCC1CCCCN1C(=O)c1ccc2nc(Cc3ccc(OC)cc3)oc2c1 (configuration not stated)
  HCMV antiviral = 20; Sm TGR block = -1%; AmpC inh detg = 0%; HCV inh = -5%; FBPA Giardia inh = ·; AMA1-RON2 inh = -5%
COCCCNC(=O)c1c(F)c(F)c(F)c(F)c1F
  HCMV antiviral = -8; Sm TGR block = 0%; AmpC inh detg = -17%; HCV inh = 8%; FBPA Giardia inh = -3%; AMA1-RON2 inh = 3%
Cc1cccc(NS(=O)(=O)c2ccc(NC(=O)CN(c3cc([N+](=O)[O-])ccc3C)S(C)(=O)=O)cc2)c1
  HCMV antiviral = -3; Sm TGR block = -2%; AmpC inh detg = -1%; HCV inh = ?; FBPA Giardia inh = -2%; AMA1-RON2 inh = -24%
Cc1ccc(Cl)cc1-n1ncc2c(NCCc3ccccc3)ncnc21
  HCMV antiviral = 19; Sm TGR block = 19%; AmpC inh detg = 5%; HCV inh = ·; FBPA Giardia inh = ·; AMA1-RON2 inh = ·

(listing goes on)
| structure | HCMV antiviral | Sm TGR block | AmpC inh detg | HCV inh | FBPA Giardia inh | AMA1-RON2 inh |
| --- | --- | --- | --- | --- | --- | --- |
| O=C(CSc1oc(-c2ccccc2)nc1S(=O)(=O)c1ccc(Cl)cc1)c1ccccc1 | 4 | ? | ? | · | · | · |
| O=C1/C(=C\c2ccco2)NC(=S)N1c1ccccc1 | -1 | -13% | -11% | -3% | 3% | -17% |
| COCCCNC(=O)c1c[nH]c2ccc(S(=O)(=O)N(C)c3ccccc3C)cc2c1=O | -19 | 25% | -20% | -3% | -4% | 3% |
| O=C1CC(c2ccc(S(=O)(=O)NCc3ccncc3)cc2)CN1 (configuration not stated) | -16 | 6% | -12% | ? | 3% | 2% |
| O=C(c1cccc(S(=O)(=O)N2CCCCCC2)c1)N1CCN(Cc2ccccc2)CC1 | -32 | · | · | -17% | · | -8% |
| CC1=CC(C)(C)N(C(=O)Nc2ccccc2)c2ccccc21 | -33 | ? | ? | -1% | 2% | -16% |
| COc1ccc(NC(=O)COC(=O)Cc2cccs2)cc1OC | -27 | 5% | -2% | 7% | · | 4% |
| N/C(=N\OC(=O)c1ccco1)c1ccc(Cl)cc1 | -4 | 0% | -6% | 19% | -5% | 10% |
| Cc1ccc(NC(=O)C(C)c2ccc([N+](=O)[O-])cc2)cc1Cl (configuration not stated) | -40 | 4% | -4% | ? | 1% | -3% |
| Oc1ccc2ccccc2c1CNc1cnc2ccccc2c1 | -6 | ? | -6% | 31%[activator] | ? | 5% |
| O=C1CC(N2CC=C(c3ccccc3)CC2)C(=O)N1c1ccc(F)cc1 (configuration not stated) | · | 8.9µM* | ? | 18% | ? | 2% |
| Cc1cc(NC(=O)CS(=O)(=O)c2cn(Cc3ccc(F)cc3)c3ccccc23)no1 | -27 | -14% | ? | ? | -2% | 0% |
| Cc1ccc(S(=O)(=O)NCC(=O)N2CCOCC2)cc1 | 29 | -3% | -1% | 10% | 0% | 17% |
| CCCCCCCCn1cc(C(C)=O)c(=O)[nH]c1=O | 24 | 2% | -9% | 15% | 8% | 0% |
| COc1ccc(NS(=O)(=O)c2cccc(C(=O)NCC3(N(C)C)CCCCC3)c2)cc1 | -14 | -3% | -7% | 8% | · | -2% |
| CC(C)OCCCNC(=O)CNC(=O)c1ccc(Cl)c(Cl)c1 | 11 | -6% | 0% | -5% | 2% | 12% |
| Fc1cccc(NC(=S)Nc2cccnc2)c1 | ? | 18µM* | 2% | 13% | -15% | 3% |
| O=C(N/N=C/c1ccco1)c1cc(C2CC2)nc2ccccc12 | 30 | -12% | 1% | -18% | 0% | · |
| N#Cc1c2c(c(NCCCN3CCOCC3)n3c1nc1ccccc13)CCC2 | 30 | -24% | ? | ? | -10% | -25% |
| CCCCN(CC)CCCNC(=O)CC1Oc2ccccc2NC1=O (configuration not stated) | -15 | -9% | 0% | -1% | 1% | 2% |
| COc1ccc(OC)c(CNC(=O)CCc2c(C)nc3c(c2C)c(=O)n(C)c(=O)n3C)c1 | 0 | -3% | 6% | · | · | · |
| Cc1ccc(Oc2ccc(S(=O)(=O)Nc3ccc(C(=O)O)cc3)cc2)cc1 | -17 | -20% | -4% | 3% | · | 4% |
| O=C1CSC(=Nc2ccc(Cl)cc2)N1Cc1cccnc1 | -26 | 6% | 3% | 11% | -15% | 3% |
| CCOCCn1c(CN2CCCCC2)nc2c1c(=O)n(C)c(=O)n2C | 12 | 16% | -13% | 0% | 7% | 10% |

Retrieved by structure from the entries so far (4):
| structure | HCMV antiviral | Sm TGR block | AmpC inh detg | HCV inh | FBPA Giardia inh | AMA1-RON2 inh |
| --- | --- | --- | --- | --- | --- | --- |
| CCC1CCCCN1C(=O)c1ccc2nc(Cc3ccc(OC)cc3)oc2c1 (configuration not stated) | 20 | -1% | 0% | -5% | · | -5% |
| Cc1cc(NC(=O)CS(=O)(=O)c2cn(Cc3ccc(F)cc3)c3ccccc23)no1 | -27 | -14% | ? | ? | -2% | 0% |
| C/C(=C\c1ccccc1)CN(C)CCN(C)C | · | -6% | ? | · | 7% | · |
| Cc1ccc(S(=O)(=O)NCC(=O)N2CCOCC2)cc1 | 29 | -3% | -1% | 10% | 0% | 17% |

(listing goes on)
Values in the order: HCMV antiviral, Sm TGR block, AmpC inh detg, HCV inh, FBPA Giardia inh, AMA1-RON2 inh
COc1cc(/C=C/C(C)=NNc2ccccc2)ccc1O
→ -61*, ·, ·, ?, ·, 0%
COc1ccc2oc(=O)c(C(=O)N3CCN(c4cc(Cl)ccc4Cl)CC3)cc2c1
→ -8, 2%, 2%, ·, ·, ·
[O-]/[N+](=N\Nc1ccc(Cl)cc1)c1ccccc1
→ -4, ·, ·, ?, ·, 86%[activator]
O=C(/C=C/c1ccco1)Nc1ccc(N2CCCC2)cc1
→ 1, -27%, -14%, -18%, 1%, -10%
Cc1ccc(C(=O)CC(=O)COc2ccc(Cl)cc2)cc1
→ -31, 0%, -13%, -1%, -18%, 123%[activator]
Cc1cc(C)c2cc(CN(Cc3nnnn3Cc3ccc(F)cc3)C3CCCC3)c(=O)[nH]c2c1
→ -10, ?, 3%, 22%, -18%, -5%
COc1cc2c3c(c1)C1(C(=O)N3C(C)(C)C=C2C)C(C#N)=C(N)Oc2cc(O)ccc21 (configuration not stated)
→ 14, -8%, -7%, -8%, 3%, -4%
O=C(CN1/C(=C(/O)c2ccccc2)C(=O)c2ccccc2S1(=O)=O)c1ccccc1
→ -4, 4%, -1%, 6%, -11%, 90%[activator]
COc1cc2oc(=O)ccc2cc1[C@@H](O)[C@@H]1OC(C)(C)OC1(C)C
→ -6, -34%, 9%, 4%, ·, -1%
CCN(CC(=O)Nc1ccc(NC(C)=O)cc1)C(=O)c1cccnc1Sc1ccc(C)c(C)c1
→ -16, -2%, 0%, 15%, ·, 3%
CC(C)Nc1ncnc2c1cnn2Cc1ccccc1Cl
→ -5, -11%, ?, -31%, 0%, 0%
CCOC(=O)C(C)n1nc(-c2ccccc2)c2ccccc2c1=O (configuration not stated)
→ ?, 4%, -11%, -26%, 11%, -17%
COC(=O)c1cc2oc3ccccc3c2n1CC(=O)N1CCCc2ccccc21
→ -20, -2%, -14%, -7%, -1%, 9%
O=C(Nc1ccc([N+](=O)[O-])cc1)OCCc1ccccn1
→ 27, -32%, 3%, 11%, 6%, -9%
Nc1c2c(nc3c1CCCC3)CCCC2 (tested in a mixture with another compound)
→ -8, 5%, 3%, 11%, -3%, -2%
COc1ccc(NC(=O)CC2C(=O)N(c3ccc(F)cc3)C(=S)N2NC(=O)c2ccccc2)cc1 (configuration not stated)
→ -5, 3%, -2%, 19%, 1%, 30%[activator]
COc1ccc(N2C(=NC(=O)c3ccccc3)SC3CS(=O)(=O)CC32)cc1 (configuration not stated)
→ -28, -6%, -13%, 29%, 9%, -4%
CC(C)NC(=O)c1ccccc1NC(=O)/C=C/c1ccc([N+](=O)[O-])cc1
→ 9, 0%, -4%, 11µM*, 3%, 13%
CC(Sc1nncn1C)C(=O)Nc1nnc(-c2ccccc2)s1 (configuration not stated)
→ 59, 5%, ?, 13%, -7%, 0%
c1ccc2c(c1)CCc1c-2nc2ccccc2c1N1CCOCC1
→ 37, 2%, -1%, ?, 2%, 15%
Nn1c(-c2ccccn2)nnc1-c1ccccn1
→ -9, 5%, ?, 8%, 0%, -10%
CCCCC1=CC2=CC(=O)C(C)(OC(=O)CC)C(=O)C2=CN1CCOC (configuration not stated)
→ ·, 3%, -2%, 3%, ?, 0%
COc1ccc2c(Sc3ccccc3)c(C(=O)NCc3ccc(OC(C)C)cc3)[nH]c2c1
→ 21, 5%, 26%, ·, ·, ·
CCOC(=O)C1=C(C)NC(C)=C(C(=O)OCC)C1c1ccc(C)o1
→ 4, ?, -14%, -19%, 2%, 11%
Cc1cccc2cc(CN(Cc3ccco3)C(=O)c3ccncc3)c(=O)[nH]c12
→ 51, 32µM*, -2%, ?, 1%, 6%
C=CCOc1ccc(CNc2nccs2)cc1
→ 13, -12%, 0%, -7%, 0%, -3%
Cc1nc(SCC(=O)c2ccccc2)c(C#N)c(-c2ccco2)c1C(=O)NCc1ccco1
→ ?, ?, -3%, ?, ?, -19%
COc1ccccc1OCC(=O)N/N=C1/SCC(=O)N1Cc1ccccc1
→ 27, -26%, -13%, 13%, 1%, -15%
CCOc1ccc(OCCSc2nc3ccccc3n2CC(=O)O)cc1
→ -3, -14%, 0%, 9%, -3%, -5%
COc1ccc(NS(=O)(=O)c2ccc(OCC(=O)N3CCOCC3)cc2)cc1
→ -14, -27%, ?, -5%, 3%, -2%
